Source: PubChem (Broad Institute)
TcdB GH inh: inhibitors of Clostridioides difficile toxin B glycohydrolase; P18177; 0.24% of 350,000 active; inhibition, % at 9.99 µM; TcdB glycohydrolase enzymatic assay, plate reader; in the data active = inhibition above about 10%
Starred values were filed as active, the others as inactive. The list is partial; the hit share may differ from the screen's.

For COCc1cn(CC[C@@H]2CC[C@@H](NC(=O)Nc3ccc(OC)cc3)[C@H](CO)O2)nn1 the results were TcdB GH inh -0.7.
Screening C[C@H](CO)N1C[C@H](C)[C@H](CN(C)S(C)(=O)=O)Oc2ccc(NC(=O)Nc3ccc(C(F)(F)F)cc3)cc2C1=O returned TcdB GH inh 0.9.
`CO[C@@H]1CN(C)C(=O)c2cc(NC(=O)CC(F)(F)F)ccc2OC[C@H](C)N(S(=O)(=O)c2cn(C)cn2)C[C@@H]1C` gave TcdB GH inh -2.9.
`C[C@H](CO)N1C[C@H](C)[C@@H](CN(C)C(=O)c2cc(Cl)cc(Cl)c2)OCc2ccccc2-c2c(n(C)c3ccccc23)C1=O` gave TcdB GH inh 0.7.
For C[C@H]1CCCCO[C@H](CN(C)C(=O)CCC(F)(F)F)[C@@H](C)CN([C@@H](C)CO)C(=O)c2cc(NS(=O)(=O)c3cn(C)cn3)ccc2O1 the results were TcdB GH inh -1.2.
`CC(C)C#Cc1ccc2c(c1)O[C@H](CN(C)C(=O)c1cccnc1)[C@H](C)CN([C@H](C)CO)S2(=O)=O` gave TcdB GH inh 0.5.
Screening CC(C)NC(=O)Nc1cccc2c1O[C@@H](CN(C)C(=O)Nc1ccc(F)cc1)[C@@H](C)CN([C@@H](C)CO)C2=O returned TcdB GH inh -5.6.
`N#C[C@H]1[C@H](c2ccccc2-c2ccccc2)[C@H](CO)N1C(=O)NC1CCCC1` gave TcdB GH inh -1.8.
COc1ccccc1C(=O)Nc1ccc2c(c1)C(=O)N(C)C[C@H](OC)[C@@H](C)CN(CC1CC1)[C@H](C)CO2 was read as TcdB GH inh 0.1.
Screening CCC(=O)Nc1ccc2c(c1)OC[C@@H](C)N(C(C)=O)C[C@@H](C)[C@@H](OC)CN(C)C2=O returned TcdB GH inh 0.0.
Screening COCC(=O)N1[C@H](CO)[C@@H]2c3ccccc3N(C(=O)C3CC3)C[C@@H]21 returned TcdB GH inh 0.2.
`C[C@@H]1CCCCO[C@@H](CN(C)C(=O)NC2CCCCC2)[C@H](C)CN([C@@H](C)CO)C(=O)c2cc(NC(=O)C3CCCCC3)ccc2O1` gave TcdB GH inh 0.2.
CCS(=O)(=O)N1CCCCN2[C@H](C1)[C@@H](c1ccc(-c3ccc(C#N)cc3)cc1)[C@@H]2CO was read as TcdB GH inh -4.0.
`O=C(C[C@@H]1CC[C@H]2[C@@H](COC[C@@H](O)CN2C(=O)Nc2ccc(Cl)c(Cl)c2)O1)NCc1ccc(F)cc1` gave TcdB GH inh 0.0.
Screening CCS(=O)(=O)Nc1ccc2c(c1)C(=O)N(C)[C@H]1CC[C@H](CC(=O)Nc3ccccc3)O[C@@H]1CO2 returned TcdB GH inh -0.3.
Cc1ccc(S(=O)(=O)N(C)C[C@@H]2OCCCC[C@H](C)Oc3ccc(NC(=O)NC(C)C)cc3C(=O)N([C@H](C)CO)C[C@H]2C)cc1 was read as TcdB GH inh 0.0.
Screening COc1cc(CN2CC3(CN(C(=O)CN4CCOCC4)C3)c3c(n(C)c4cc(OC)ccc34)[C@H]2CO)cc(OC)c1 returned TcdB GH inh -0.6.
Screening Cc1noc(C)c1S(=O)(=O)N(C)C[C@@H]1OCCCC[C@@H](C)Oc2ccc(NS(=O)(=O)c3ccc(Cl)cc3)cc2C(=O)N([C@@H](C)CO)C[C@H]1C returned TcdB GH inh 1.6.
COc1ccc(C(=O)Nc2ccc3c(c2)C(=O)N(C)C[C@H](OC)[C@@H](C)CN[C@H](C)CO3)cc1 was read as TcdB GH inh -0.1.
CN(C)c1ccc2c(c1)[C@@H]1C[C@H](CC(=O)NCCN3CCCCC3)O[C@H](CO)[C@@H]1O2 was read as TcdB GH inh -33.
`CC=Cc1ccc2n(c1=O)C[C@H]1[C@H](CO)[C@@H](C(=O)NCc3ccc(F)cc3)[C@@H]2N1CCC` (mixture of isomers) gave TcdB GH inh -0.4.
For C[C@H]1CN([C@@H](C)CO)C(=O)Cc2cc(NC(=O)Cc3ccccc3)ccc2O[C@H]1CN(C)Cc1ccc(C(=O)Nc2ccccc2N)cc1 the results were TcdB GH inh -1.4.
For COc1ccc(S(=O)(=O)N(C)C[C@H]2OCc3ccccc3-c3ccccc3C(=O)N([C@H](C)CO)C[C@@H]2C)cc1 the results were TcdB GH inh -0.7.
`Cc1ccccc1-c1cnc2c(c1)C(=O)N([C@H](C)CO)C[C@H](C)[C@H](CN(C)C(=O)CC1CC1)O2` gave TcdB GH inh -2.0.
Screening CC=Cc1ccc2n(c1=O)C[C@@H]1[C@@H](CO)[C@H](C(=O)N[C@H](C)c3ccccc3)N(C(=O)c3cnccn3)[C@H]21 (mixture of isomers) returned TcdB GH inh 0.1.
Screening Cc1noc(C)c1S(=O)(=O)N(C)C[C@@H]1OCCCC[C@@H](C)Oc2ccc(NS(=O)(=O)c3cn(C)cn3)cc2C(=O)N([C@@H](C)CO)C[C@H]1C returned TcdB GH inh -3.8.
C[C@H](CO)N1C[C@H](C)[C@@H](CN(C)Cc2ccc(C(=O)O)cc2)Oc2ccc(NS(=O)(=O)c3cccs3)cc2CC1=O was read as TcdB GH inh 1.6.
For COc1ccc2c3c(n(C)c2c1)[C@@H](CO)N(C(=O)NC(C)C)CC31CN(CC2CC2)C1 the results were TcdB GH inh 1.2.
For CCC(=O)NC[C@H]1[C@@H](c2ccc(C3=CCCC3)cc2)[C@@H](CO)N1C(C)=O the results were TcdB GH inh -0.1.
Screening O=C(C[C@@H]1CC[C@@H]2[C@H](COC[C@H](O)CN2Cc2cccc(C(F)(F)F)c2)O1)NCc1ccccc1 returned TcdB GH inh -0.5.
For CO[C@H]1CN(C)C(=O)c2ccc(NC(=O)Nc3cccc(F)c3)cc2OC[C@H](C)N(C)C[C@@H]1C the results were TcdB GH inh -0.5.
For C[C@@H]1CN([C@H](C)CO)C(=O)c2cc(NC(=O)NC3CCCCC3)ccc2O[C@H]1CN(C)CC1CCCCC1 the results were TcdB GH inh 0.1.
`CO[C@H]1CN(C)C(=O)c2cc(NC(=O)c3cnccn3)ccc2OC[C@@H](C)N(C)C[C@H]1C` gave TcdB GH inh 0.2.
Screening C/C=C/c1ccc2c(c1)O[C@H](CN(C)C(=O)Cc1cccnc1)[C@H](C)CN([C@H](C)CO)S2(=O)=O returned TcdB GH inh -3.6.
`COc1ccc(S(=O)(=O)N(C)C[C@@H]2Oc3ccc(NC(=O)Nc4ccc5c(c4)OCO5)cc3CC(=O)N([C@@H](C)CO)C[C@H]2C)cc1` gave TcdB GH inh -0.3.
Screening CC=Cc1ccc2n(c1=O)C[C@@H]1[C@@H](CO)[C@H](C(=O)NCC(F)(F)F)N(C(=O)c3cccnc3)[C@H]21 (mixture of isomers) returned TcdB GH inh -1.4.

6 entries picked at random from those above, as already listed:
Screening CC=Cc1ccc2n(c1=O)C[C@@H]1[C@@H](CO)[C@H](C(=O)NCC(F)(F)F)N(C(=O)c3cccnc3)[C@H]21 (mixture of isomers) returned TcdB GH inh -1.4.
For CO[C@H]1CN(C)C(=O)c2ccc(NC(=O)Nc3cccc(F)c3)cc2OC[C@H](C)N(C)C[C@@H]1C the results were TcdB GH inh -0.5.
Screening Cc1noc(C)c1S(=O)(=O)N(C)C[C@@H]1OCCCC[C@@H](C)Oc2ccc(NS(=O)(=O)c3cn(C)cn3)cc2C(=O)N([C@@H](C)CO)C[C@H]1C returned TcdB GH inh -3.8.
`COc1ccc(S(=O)(=O)N(C)C[C@@H]2Oc3ccc(NC(=O)Nc4ccc5c(c4)OCO5)cc3CC(=O)N([C@@H](C)CO)C[C@H]2C)cc1` gave TcdB GH inh -0.3.
Screening C/C=C/c1ccc2c(c1)O[C@H](CN(C)C(=O)Cc1cccnc1)[C@H](C)CN([C@H](C)CO)S2(=O)=O returned TcdB GH inh -3.6.
`CO[C@H]1CN(C)C(=O)c2cc(NC(=O)c3cnccn3)ccc2OC[C@@H](C)N(C)C[C@H]1C` gave TcdB GH inh 0.2.

Further compounds follow:
Screening CN(C)C(=O)c1ccc(-c2ccccc2[C@H]2[C@H](C#N)N(C(=O)C3CC3)[C@H]2CO)cc1 returned TcdB GH inh -1.1.
COCC(=O)N1CC2(CCN(Cc3ccc(Cl)cc3)CC2)c2c([nH]c3cc(OC)ccc23)[C@@H]1CO was read as TcdB GH inh 2.2.
For CCOC(=O)OC[C@@H]1[C@@H]2NC(=O)N(C)[C@@]1(CO)Oc1ccccc12 the results were TcdB GH inh 1.6.
COc1cccc(-c2ccc3n(c2=O)C[C@@H]2[C@@H](CO)[C@H](C(=O)O)[C@H]3N2C(=O)c2cnccn2)c1 was read as TcdB GH inh 1.2.
C[C@H](CO)N1C[C@H](C)[C@H](CN(C)S(=O)(=O)c2ccc(Cl)cc2)Oc2ccc(NC(=O)CCC(F)(F)F)cc2C1=O was read as TcdB GH inh 0.9.
Screening O=C(Cc1ccccc1)N1CC(=O)N2[C@H](CO)[C@H](c3ccc(Br)cc3)[C@@H]2C1 returned TcdB GH inh 0.9.
Screening C[C@H]1CCCCO[C@H](CN(C)S(=O)(=O)c2ccccc2)[C@@H](C)CN([C@@H](C)CO)C(=O)c2cc(NC(=O)Cc3ccccc3)ccc2O1 returned TcdB GH inh -0.5.
For C[C@@H]1CCCCO[C@@H](CN(C)C(=O)NC2CCCCC2)[C@H](C)CN([C@@H](C)CO)C(=O)c2cc(NS(=O)(=O)c3ccc(F)cc3)ccc2O1 the results were TcdB GH inh 0.8.
O=C(C[C@H]1CC[C@@H]2[C@H](COC[C@H](O)CN2Cc2cccc(-c3ccncc3)c2)O1)N1CCCCC1 was read as TcdB GH inh -2.4.
C[C@@H]1CCCCO[C@H](CN(C)C(=O)CCC(F)(F)F)[C@@H](C)CN([C@H](C)CO)C(=O)c2cc(NC(=O)C3CCCCC3)ccc2O1 was read as TcdB GH inh -0.2.
`C[C@H](CO)N1C[C@H](C)[C@@H](CN(C)CC2CC2)Oc2ccc(NC(=O)Nc3ccccc3)cc2CC1=O` gave TcdB GH inh -8.5.
`CCC(=O)N[C@@H]1C=C[C@@H](CC(=O)NCc2ccccc2F)O[C@H]1CO` gave TcdB GH inh -2.6.
`CC(C)NC(=O)N(C)C[C@@H]1Oc2ccc(NC(=O)NC3CCCCC3)cc2C(=O)N([C@@H](C)CO)C[C@H]1C` gave TcdB GH inh 0.2.
Screening O=C(C[C@@H]1CC[C@H](NS(=O)(=O)c2ccc(F)cc2)[C@@H](CO)O1)N1CCC(Cc2ccccc2)CC1 returned TcdB GH inh -2.8.
Screening Cc1ccc(S(=O)(=O)N[C@H]2CC[C@H](CCNC(=O)Cc3ccccn3)O[C@H]2CO)cc1 returned TcdB GH inh 0.7.
C[C@H](CO)N1C[C@H](C)[C@@H](CN(C)Cc2ccc(C(=O)O)cc2)Oc2ccc(NC(=O)c3ccncc3)cc2C1=O was read as TcdB GH inh -0.8.
N#C[C@@H]1[C@@H](c2ccccc2-c2ccccc2F)[C@H](CO)N1C(=O)C1CC1 was read as TcdB GH inh 0.2.
CC(=O)N(C)C[C@H]1Oc2ncc(C#Cc3ccccc3)cc2C(=O)N([C@H](C)CO)C[C@H]1C was read as TcdB GH inh -0.6.
Screening Cc1ccc(S(=O)(=O)N(C)C[C@H]2Oc3ccc(NS(=O)(=O)c4c(C)noc4C)cc3CC(=O)N([C@H](C)CO)C[C@@H]2C)cc1 returned TcdB GH inh -1.3.
`CCCN(C)C[C@H]1Oc2cc(C#Cc3ccc(F)cc3)ccc2S(=O)(=O)N([C@H](C)CO)C[C@H]1C` gave TcdB GH inh -0.3.
For C[C@H](CO)N1C[C@H](C)[C@H](CN(C)C(=O)c2ccccc2)Oc2cc(C3=CCCCC3)ccc2S1(=O)=O the results were TcdB GH inh 0.4.
C[C@@H]1CN([C@H](C)CO)S(=O)(=O)c2ccc(C#CC(C)(C)O)cc2O[C@@H]1CN(C)Cc1ccccc1 was read as TcdB GH inh -1.1.
Screening C[C@H]1CN([C@@H](C)CO)C(=O)c2cc(/C=C/c3ccccc3)cnc2O[C@@H]1CN(C)C(=O)CN1CCOCC1 returned TcdB GH inh -0.2.
Screening Cc1ccc(S(=O)(=O)N(C)C[C@@H]2Oc3ccc(NC(=O)Nc4ccc(C(F)(F)F)cc4)cc3C(=O)N([C@@H](C)CO)C[C@H]2C)cc1 returned TcdB GH inh -0.3.
`CCCC#Cc1ccc2c(c1)O[C@@H](CN(C)C(=O)c1ccncc1)[C@H](C)CN([C@@H](C)CO)S2(=O)=O` gave TcdB GH inh -0.5.
For CC(=O)N(C)C[C@@H]1Oc2cc(-c3ccc(F)cc3)ccc2S(=O)(=O)N([C@H](C)CO)C[C@H]1C the results were TcdB GH inh 1.4.
O=C(Cc1ccccc1)N1CC(=O)N2[C@H](CO)[C@@H](c3ccc(-c4cccc(F)c4)cc3)[C@H]2C1 was read as TcdB GH inh 0.0.
`C[C@@H]1CCCCO[C@H](CN(C)S(=O)(=O)c2ccccc2)[C@@H](C)CN([C@@H](C)CO)C(=O)c2cc(NC(=O)NC3CCCCC3)ccc2O1` gave TcdB GH inh -2.0.
`CO[C@@H]1CN(C)C(=O)c2cc(NC(=O)c3ccc(F)cc3)ccc2OC[C@@H](C)N(C)C[C@@H]1C` gave TcdB GH inh -0.5.
`C[C@@H]1CN([C@@H](C)CO)C(=O)Cc2cc(NC(=O)Nc3ccc4c(c3)OCO4)ccc2O[C@H]1CN(C)S(C)(=O)=O` gave TcdB GH inh -0.6.
Screening Cc1ccc(S(=O)(=O)N(C)C[C@H]2Oc3ccc(NS(=O)(=O)c4ccccc4)cc3C(=O)N([C@H](C)CO)C[C@@H]2C)cc1 returned TcdB GH inh 0.2.
Screening Cc1cccc(NC(=O)Nc2ccc3c(c2)C(=O)N(C)[C@@H]2CC[C@H](CC(=O)O)O[C@H]2CO3)c1 returned TcdB GH inh 1.1.
`CC(=O)N(C)C[C@@H]1Oc2cc(-c3ccncc3)ccc2S(=O)(=O)N([C@H](C)CO)C[C@H]1C` gave TcdB GH inh -1.1.
